NCOA1 inh: inhibits human SRC1 coactivator. AID 588354. HEK293 GAL4-SRC1 luciferase reporter, luminescence. inhibition, % at 3.6 µM. actives 0.12% (n = 360,000);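 active means inhibition above the campaign mean plus 3 SD, with each screening campaign given its own cutoff, cut at about 60% in these data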;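 further: 0% = DMSO treated cells and 100% = gossypol at 36 µM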
Target sequence (Q15788 whole entry, looked up, the tested form may be a part): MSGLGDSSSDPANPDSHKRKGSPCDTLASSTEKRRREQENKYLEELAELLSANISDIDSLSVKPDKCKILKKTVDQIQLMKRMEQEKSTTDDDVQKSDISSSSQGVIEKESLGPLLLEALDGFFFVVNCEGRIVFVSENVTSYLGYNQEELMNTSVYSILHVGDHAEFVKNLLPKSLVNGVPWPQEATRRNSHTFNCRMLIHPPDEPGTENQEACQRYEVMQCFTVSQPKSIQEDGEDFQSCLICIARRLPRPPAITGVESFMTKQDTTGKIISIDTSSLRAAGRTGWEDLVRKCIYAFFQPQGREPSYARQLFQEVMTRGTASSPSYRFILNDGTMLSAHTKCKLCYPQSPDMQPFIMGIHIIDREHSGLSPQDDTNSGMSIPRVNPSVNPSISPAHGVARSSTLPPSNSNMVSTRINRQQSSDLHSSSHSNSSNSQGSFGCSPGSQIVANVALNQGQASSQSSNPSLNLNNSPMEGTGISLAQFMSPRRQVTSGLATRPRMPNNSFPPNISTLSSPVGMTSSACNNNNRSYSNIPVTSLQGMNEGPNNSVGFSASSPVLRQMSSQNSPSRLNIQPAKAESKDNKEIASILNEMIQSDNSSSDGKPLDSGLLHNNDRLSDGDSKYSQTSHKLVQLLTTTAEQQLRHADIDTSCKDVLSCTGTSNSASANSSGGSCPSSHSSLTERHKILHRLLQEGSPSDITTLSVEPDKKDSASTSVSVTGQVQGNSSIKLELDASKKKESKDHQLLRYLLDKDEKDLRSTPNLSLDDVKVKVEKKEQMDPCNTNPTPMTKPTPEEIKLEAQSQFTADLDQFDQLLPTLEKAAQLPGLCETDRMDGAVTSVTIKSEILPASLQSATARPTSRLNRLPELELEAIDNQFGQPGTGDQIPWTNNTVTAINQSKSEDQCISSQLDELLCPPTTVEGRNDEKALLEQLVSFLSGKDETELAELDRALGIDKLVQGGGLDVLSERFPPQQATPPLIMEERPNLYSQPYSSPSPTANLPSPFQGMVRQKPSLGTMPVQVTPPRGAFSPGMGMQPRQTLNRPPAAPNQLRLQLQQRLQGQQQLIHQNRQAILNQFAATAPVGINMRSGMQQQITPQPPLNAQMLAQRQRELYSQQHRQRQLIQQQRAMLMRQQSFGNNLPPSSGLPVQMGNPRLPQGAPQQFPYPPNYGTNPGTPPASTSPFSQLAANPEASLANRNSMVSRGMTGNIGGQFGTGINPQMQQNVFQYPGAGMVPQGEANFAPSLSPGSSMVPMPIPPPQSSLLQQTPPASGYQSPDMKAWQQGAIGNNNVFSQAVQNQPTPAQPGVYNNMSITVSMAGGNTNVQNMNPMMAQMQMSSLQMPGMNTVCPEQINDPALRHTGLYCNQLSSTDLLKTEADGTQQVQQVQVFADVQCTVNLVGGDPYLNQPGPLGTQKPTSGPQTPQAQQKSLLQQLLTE
CF NFkB inh: blocks PAF-induced NF-kB reporter in cystic fibrosis cells; inhibition, % at 5 µM; KKLEB NF-kB-GFP reporter, GFP fluorescence overnight; actives 0.86% (n = 360,000);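 active means at least 50% inhibition at 5 µM, scaled per plate between neutral and stimulator controls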;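 further: PAF is a Pseudomonas aeruginosa culture filtrate used as stimulus; plate controls were PAF-stimulated DMSO wells for no effect and unstimulated DMSO wells for full effect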
Shn3 inh set2: Schnurri-3 reporter inhibition in Clone20 osteoblasts; Clone20 osteoblast Shn3 3'UTR firefly luciferase, 24 h; inhibition, % at 12.5 µM; actives 0.52% (n = 360,000);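 active means mean inhibition of at least 75% with every replicate also reaching 75%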;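 further: 0% = median of neutral control wells and 100% = pilot-screen positive control compound; some compounds past the cut are filed as inactive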
LRH-1 inv ag: suppresses constitutive activity of human LRH-1. inhibition, % at 3.6 µM. HEK293T StAR-luciferase reporter, LRH-1 transfected, 24 h. actives 0.13% (n = 360,000). AID 602396. O00482;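 active means inhibition above the mean inhibition of all tested compounds plus 3 SD, cut at about 73% in these data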;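 further: 0% = DMSO wells and 100% = reporter-only cells lacking LRH-1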
TROY NFkB inh: blocks TROY-dependent signaling in reporter cells | inhibition, % at 10 µM | actives 0.98% (n = 360,000) | AID 1347056 | Q293 LMP1-TROYcd NF-kB luciferase reporter, 4 h;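 active means compounds whose plate-normalised and pattern-corrected inhibition of the luciferase reporter signal at the single screening dose is 50% or more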
TWEAK-Fn14 inh: inhibitors of TWEAK-Fn14 interaction signaling | inhibition, % at 10 µM | actives 2% (n = 360,000) | TWEAK-stimulated Fn14 reporter cells, luciferase luminescence, 8 h; in the data active means inhibition above about 50%
SRC3 inh: human NCOA3 inhibition | actives 0.17% (n = 360,000) | AID 588352 | Q9Y6Q9 | inhibition, % at 3.6 µM | HEK293 GAL4-SRC3 luciferase reporter, luminescence;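 active means inhibition above a per-campaign cutoff, the mean of all compounds plus 3 SD, cut at about 60% in these data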;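 further: 0% = DMSO-treated cells and 100% = gossypol-treated cells at 36 µM; higher means less SRC3-driven luciferase light from the GAL4 reporter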
KKLEB tox: reduces viability of KKLEB cystic fibrosis airway cells; KKLEB CF airway cells viability, ATPlite luminescence, overnight; hits give low values; cells stimulated with P. aeruginosa culture filtrate; activity change (cytotoxicity), % at 5 µM; actives 0.36% (n = 360,000);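 active means corrected activity change at or below -50% at 5 µM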
C8 TRAIL sens: caspase-8 TRAIL sensitization; NB7+C8 cells + TRAIL, ATPlite viability luminescence; inhibition (viability loss, TRAIL sensitization), % at 10 µM; actives 1% (n = 360,000);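 active means compounds causing at least 50% loss of cell viability in the single-dose screen, relative to plate controls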
LMP1 NFkB inh: inhibitors of Epstein-Barr LMP1-induced NF-kappaB reporter; LMP1-induced NF-kappaB luciferase reporter cells, luminescence; inhibition, % at 12.5 µM; actives 0.69% (n = 350,000); in the data active means inhibition above about 41%;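 further: 0% = neutral control wells and 100% = reference inhibitor control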
NR2F2 inh: inhibitors of human COUP-TFII (NR2F2) | P24468 | HEK293T NGFI-A luciferase reporter, luminescence | inhibition, % at 8.6 µM | actives 0.7% (n = 370,000);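 active means inhibition above a per-plate cutoff, mean inhibition of test wells between control levels plus 3 SD, cut at about 38% in these data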;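 further: cells cotransfected with COUP-TFII expression vector driving the NGFI-A reporter; 0% = median of COUP-TF2 test wells and 100% = reporter-only cells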
The depositor's hits bear a star; x = not tested or not shown.

SMILES	NCOA1 inh	CF NFkB inh	Shn3 inh set2	LRH-1 inv ag	TROY NFkB inh	TWEAK-Fn14 inh	SRC3 inh	KKLEB tox	C8 TRAIL sens	LMP1 NFkB inh	NR2F2 inh
COc1ccc(/C=N/N=C2\CC3CCC2(C)C3(C)C)cc1O (stereo unspecified)	6.8	-3.5	7.0	-6.4	-13.3	-6.8	3.2	-1.1	-0.5	8.4	0.1
CC(=O)Oc1ccc(C(=O)Nc2cc(C)on2)cc1	-79.8	-0.8	-44.2	-56.6	6.9	-11.1	-49.5	4.8	17.8	-23.2	-7.1
COC(=O)C1=C(C)NC(=O)C1(NC(=O)c1ccncc1)C(F)(F)F (stereo unspecified)	-5.1	1.3	1.5	3.9	5.1	-1.9	2.1	3.0	22.1	-5.2	-2.4
O=C(NNC(=O)c1sccc1-n1cccc1)c1cccc(Cl)c1	-4.6	-12.1	-9.4	-0.2	20.3	-2.4	16.2	-8.6	-8.4	5.8	1.6
O=C(N/N=C/c1cc(Cl)cc([N+](=O)[O-])c1O)c1cccc(S(=O)(=O)N2CCOCC2)c1	-34.1	7.6	-6.3	-5.8	7.4	-0.5	10.5	13.2	-14.7	-1.6	9.9
COc1ccc(N2CCN(Cc3cc(=O)oc4cc(-c5ccccc5)c(O)cc34)CC2)cc1	-4.4	-2.2	17.5	11.3	7.2	-31.2	21.4	-10.4	31.2	-52.5	-15.2
CC(C)c1cc(C(=O)N/N=C/C(Br)=C/c2ccccc2)n[nH]1	-10.9	-29.5	17.5	-2.6	-76.2	4.9	-39.5	1.0	19.8	x	-25.9
CCOc1ccc(S(=O)(=O)N(CC)CC(=O)NCc2ccncc2)cc1C	1.0	-5.9	2.9	-13.2	-3.7	24.7	-15.1	5.9	3.6	3.7	1.1
C=C(C)CN(CC)C(=O)CSc1ccc(S(=O)(=O)N2CCN(C)CC2)cn1	-4.5	16.3	-10.5	-6.2	11.5	-3.0	-13.6	-1.9	4.4	-1.1	1.4
O=C(CCN1C(=O)C2CC=CCC2C1=O)Nc1ccc(S(=O)(=O)N2CCCCC2)cc1 (stereo unspecified)	-3.1	23.0	9.6	-4.5	10.6	0.0	-7.9	-2.9	-6.0	0.7	1.4
CC(=O)Nc1cccc(NC=C(C#N)C#N)c1	7.7	0.9	-9.6	3.1	6.6	0.5	18.9	-27.0	-1.4	2.6	-7.0
CC(C)(C)CNC(=O)c1ccc2c(c1)S(=O)(=O)c1cc(Cl)ccc1C2=O	-5.2	8.3	-23.2	-0.6	-2.6	-13.7	-0.2	5.1	10.1	-1.6	-7.8
CCOc1cccc(/C(O)=C2/C(=O)C(=O)N(CCN3CCOCC3)C2c2cccnc2)c1 (stereo unspecified)	7.6	11.8	5.3	-25.6	-2.1	-17.1	1.0	7.4	-10.2	-5.7	-4.3
Cc1ccc(N2CC(NS(=O)(=O)c3cccs3)CC2=O)cc1C (stereo unspecified)	-8.6	-9.9	7.2	-3.6	7.3	-16.1	-5.0	-1.0	-0.6	-19.2	11.2
CCCOc1cccc(C(=O)NCCCNC(=O)c2ccccn2)c1	-43.6	17.9	-0.3	6.2	-4.3	-2.2	18.8	-4.7	-7.1	-8.2	12.5
COC(=O)c1scc(C)c1N/N=C(\C)c1ccc(F)cc1	2.6	-12.7	9.3	-5.2	-0.7	-3.3	-0.3	-17.2	-1.5	-0.2	4.2
CC(C)(C)c1ccccc1OCCOCCNCc1ccccc1	11.8	20.3	2.7	-11.6	-13.3	-19.6	6.4	-15.0	9.2	9.9	5.5
O=C(NCCCN1CCOCC1)c1ccc2c(=O)n(Cc3ccc(Cl)cc3)c(=S)[nH]c2c1	-13.1	43.3	0.8	-11.0	-5.8	4.8	-5.2	-11.6	8.0	-16.0	21.1
O=C(NCCCN1CCOCC1)c1cc2c(s1)CCCC2	-9.5	4.4	-30.5	3.2	-3.9	-8.6	-27.5	-13.8	-3.0	-3.1	-13.4
COC(=O)c1ccc(C(=O)OC)c(NC(=O)COC(=O)CCOc2ccc(C)cc2)c1	-29.7	13.1	-21.7	0.6	-0.1	-7.7	-5.8	7.9	-3.6	-0.8	-2.6
CCN(CC)C(CNS(=O)(=O)c1ccc(Cl)cc1)c1ccccc1 (stereo unspecified)	-12.8	-1.6	4.5	4.9	9.1	-3.6	5.9	6.4	3.2	2.6	1.0
COc1ccc(N(C)C(=O)CCS(=O)(=O)c2cccc3nonc23)cc1	-11.1	-15.0	-75.0	11.2	-13.7	3.1	7.5	-5.4	2.9	-1.8	-3.8
CCN(CC)S(=O)(=O)c1ccc(C)c(NC(=O)CSc2nc3ccccc3[nH]2)c1	-15.0	17.9	4.6	-7.3	11.6	-2.5	5.1	-6.8	6.6	-2.6	4.0
CC(=O)NC1(C(F)(F)F)C(=O)Nc2c1c(=O)n(C)c(=O)n2C (stereo unspecified)	-4.7	9.1	0.8	10.9	-18.2	-24.8	-3.7	5.8	4.8	-5.5	-2.3
CCOc1cc(S(=O)(=O)NCCCN2CCOCC2)ccc1F	-5.7	-14.9	0.8	5.9	-4.5	2.6	-3.3	3.2	0.9	7.4	-10.7
Cc1ccc(NC(=S)N(CCCN(C)C)Cc2cc3cc4c(cc3[nH]c2=O)OCO4)c(C)c1	-11.4	-7.3	-7.8	-4.6	-4.5	1.1	12.5	-20.9	0.2	-4.2	-2.0
COc1ccc(/C=N/NS(=O)(=O)c2ccccc2)cc1OS(=O)(=O)c1ccc(C)cc1	3.7	7.9	6.5	11.0	11.3	-10.5	26.0	0.4	-1.6	1.1	8.0
CCCCNC(=O)N(O)C1N(CCCC)C(=O)N(CC(=O)OC)C1(C)C (stereo unspecified)	-25.5	3.2	6.3	-5.1	-21.6	-10.6	6.0	0.9	-0.3	-1.1	11.9
COc1ccc(CCCc2nnc(SCC(=O)Nc3cc(C)c(C)cc3Br)o2)cc1	-17.6	-2.6	1.6	-2.3	17.8	-6.2	16.5	4.6	-10.1	1.7	23.2
CN(C(=O)CSc1ccc(S(=O)(=O)N2CCCCC2)cn1)c1ccccc1	-8.8	0.0	1.1	-10.2	9.0	4.9	13.8	-6.5	-18.3	5.2	11.3

Complete entries, looked up by structure.
Results for CCOc1cc(S(=O)(=O)NCCCN2CCOCC2)ccc1F : NCOA1 inh = -5.7; CF NFkB inh = -14.9; Shn3 inh set2 = 0.8; LRH-1 inv ag = 5.9; TROY NFkB inh = -4.5; TWEAK-Fn14 inh = 2.6; SRC3 inh = -3.3; KKLEB tox = 3.2; C8 TRAIL sens = 0.9; LMP1 NFkB inh = 7.4; NR2F2 inh = -10.7
Results for COc1ccc(N(C)C(=O)CCS(=O)(=O)c2cccc3nonc23)cc1 : NCOA1 inh = -11.1; CF NFkB inh = -15.0; Shn3 inh set2 = -75.0; LRH-1 inv ag = 11.2; TROY NFkB inh = -13.7; TWEAK-Fn14 inh = 3.1; SRC3 inh = 7.5; KKLEB tox = -5.4; C8 TRAIL sens = 2.9; LMP1 NFkB inh = -1.8; NR2F2 inh = -3.8

Next results
SMILES	NCOA1 inh	CF NFkB inh	Shn3 inh set2	LRH-1 inv ag	TROY NFkB inh	TWEAK-Fn14 inh	SRC3 inh	KKLEB tox	C8 TRAIL sens	LMP1 NFkB inh	NR2F2 inh
CCOC(=O)N/N=C\c1ccc(-c2cccc(C(F)(F)F)c2)o1	-14.2	-29.8	1.5	-26.8	-19.2	5.4	-13.3	-1.0	-3.1	1.7	-17.7
CCCn1c(N)c(Sc2ccccc2)c(=O)n(CCC)c1=O	6.1	-1.7	16.6	10.1	-4.5	10.5	12.0	-10.8	-1.3	-3.3	16.2
S=c1nc[nH]c2c1ncn2-c1ccccc1	-43.9	-8.7	-11.7	-6.1	-7.2	14.4	-10.9	13.0	3.2	-4.0	-1.1
Cc1cc(C)c2[nH]c(O)c(N=Nc3ccc(C(=O)O)cc3)c2c1	-10.1	21.9	-29.7	-3.4	4.3	-0.6	0.8	-4.7	0.5	-6.8	-21.7
CCc1sc(C(=O)N2CCc3cc(OC)c(OC)cc3C2CC(=O)O)cc1C (stereo unspecified)	-8.9	-11.2	-19.8	2.2	-9.7	-3.6	-4.2	1.1	2.8	0.3	14.1
COc1ccc2c(c1)C1=NN(/C(C)=C\C(C)=O)C(c3ccccc3)C1CC2 (stereo unspecified)	-28.2	-4.6	-49.9	4.6	-46.5	10.0	-41.3	5.8	13.1	-19.4	-21.5
Cc1cc(C)c2c(=O)n(CC(=O)N3CCC(N4CCCCC4)CC3)sc2n1	6.9	28.4	-14.7	15.0	3.1	-8.1	10.2	-5.7	2.9	-11.5	-5.2
Cc1cc(NC(=O)COC(=O)[C@H](C)NC(=O)c2ccccc2)no1	-3.0	-6.4	2.2	9.8	5.4	-1.4	6.0	-0.4	-4.2	3.6	1.6
O=C(N/N=C/C(Br)=C/c1ccccc1)c1ccc([N+](=O)[O-])cc1	-12.2	-11.6	17.8	-16.4	29.6	-9.7	-17.4	-4.1	-1.5	-3.1	-11.5
Cc1ccc(-c2sc(-c3cccnc3)nc2CC(=O)O)cc1	-3.2	14.4	-12.2	-4.4	-9.2	-1.4	5.4	-14.3	-14.4	4.0	-5.4
Cc1ccc(NC(=O)CC2SC3=NCCN3C2=O)cc1 (stereo unspecified)	9.2	-3.7	20.9	4.9	-6.0	6.2	-2.3	0.4	10.1	-6.7	-3.1
CCCn1c(N)c(C(=O)COC(=O)c2c(C)noc2C)c(=O)n(C)c1=O	-8.2	-7.2	-1.2	7.3	-3.6	1.4	9.4	2.0	-2.1	2.7	7.5
CCOc1ccc(CSC(=N)N)cc1	-16.1	9.9	9.5	21.7	8.3	-4.0	1.8	-3.5	6.5	12.3	-7.8
Cc1ccc(S(=O)(=O)N2C[C@H]3n4c(=O)ccc(=O)n4C[C@H](OC(=O)NCc4ccccc4)[C@@]3(O)C2)cc1	7.0	45.0	-19.7	9.6	-6.1	-2.3	22.5	-0.9	1.9	2.6	-21.5
O=C(CC(c1ccccc1)c1ccccc1)Nc1nn[nH]n1	13.3	2.5	1.9	-2.9	1.0	-1.8	15.3	8.9	-1.1	37.5	9.9
C=CCNC(=S)/C(=C(\[O-])c1ccc(Cl)cc1)[n+]1ccccc1	-8.1	4.6	x	-16.8	24.7	1.1	14.8	-7.0	0.6	-11.0	1.3
CCCCNC(=O)C1CC(c2cccc([N+](=O)[O-])c2)=NO1 (stereo unspecified)	-60.4	-22.9	-89.8	-83.3	-63.3	-2.7	-65.0	8.4	-26.0	-17.6	-22.3
COc1ccc(NC(=O)Cn2nnc(C(=O)NCc3ccccc3OC)c2N)cc1Cl	6.2	3.7	17.0	8.9	-7.7	4.0	0.2	-25.5	-1.3	-1.0	-3.2
Cc1ccc(F)c(S(=O)(=O)NC(=O)C2(C)CCN2C(=O)c2cccc3ccccc23)c1 (stereo unspecified)	-3.4	-24.6	-33.2	1.0	9.0	-2.2	-6.1	16.6	-4.7	x	0.5
Cc1ccc(CNC(=O)C2CC(c3cccc(F)c3)=NO2)cc1 (stereo unspecified)	-0.6	10.5	-5.7	-4.9	-0.5	9.9	7.9	14.0	-22.2	4.7	-19.0
COCc1cc(C)nc2sc(C(=O)N3CCCC3)c(N)c12	-6.8	-14.8	-6.3	-8.1	-3.9	-11.8	3.6	6.2	8.8	6.9	-27.6
C=CCCC(=O)N1C[C@H]2CON(C)[C@H]2C[C@H]1c1ccc(N2CCCCC2)cc1	9.0	-22.3	-1.9	2.9	-24.9	7.9	9.1	7.1	22.9	x	-16.8

From PubChem BioAssay

Only part of the results is shown, so the mix of outcomes need not match the whole.
